# Source: PubChem (National Center for Advancing Translational Sciences (NCATS))
# TSG101-PTAP inh: blocks PTAP/TSG101 interaction to inhibit HIV-1 budding | Q99816 | Fluorescence polarization, FITC-PTAP peptide / Tsg101 binding | Potency, µM (doses to about 115 µM), without a hit: at the highest dose activity change, negative = inhibition, hits mostly inhibitors | 340,000 tested, under 10 active | AID 493005; active means well fitted inhibition curve with a large enough effect in the main read-out, with a control signal flat, not every such curve was filed as active; inconclusive means small, poorly fitted or top-dose-only effect, or effect the other way, or a change in a side signal; inactive means no such curve, though single readings can be large or run the other way; further: potency means the concentration at half of the fitted maximal effect; % of control where 0% means no effect
# Target sequence (Q99816 whole entry, looked up): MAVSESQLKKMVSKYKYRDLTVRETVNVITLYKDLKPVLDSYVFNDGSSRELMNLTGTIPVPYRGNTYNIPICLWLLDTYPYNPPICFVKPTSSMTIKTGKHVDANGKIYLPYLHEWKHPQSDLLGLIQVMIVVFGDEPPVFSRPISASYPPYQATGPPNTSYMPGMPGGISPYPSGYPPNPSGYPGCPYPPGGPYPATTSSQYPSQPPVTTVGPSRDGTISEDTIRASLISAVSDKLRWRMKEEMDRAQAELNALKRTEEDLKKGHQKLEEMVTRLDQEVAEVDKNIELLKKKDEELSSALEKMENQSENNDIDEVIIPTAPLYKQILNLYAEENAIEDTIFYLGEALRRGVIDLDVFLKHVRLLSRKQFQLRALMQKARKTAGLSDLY
#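 Compounds were pin-transferred onto Tsg101 binding domain (10 uM final) in HEPES pH 7.5 buffer, then FITC-PTAP peptide was added at 50 nM final. After 20 min at RT, polarization reported peptide displacement across a qHTS concentration series.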
# uPA surface inh: blocks generation of uPA at the cell surface; Potency, µM (series often up to 38.3 µM), for inactives: at the highest dose activity change, negative = inhibition, most hits filed as inhibitors; hit rate 0.31% among 330,000; cell surface uPA generation assay, qHTS; active means well fitted inhibition curve with a large enough effect; inconclusive means small, poorly fitted or top-dose-only effect; inactive means no such curve, though single readings can be large or run the other way; tested in mouse RAW 264.7 cells; further: potency means the concentration at half of the fitted maximal effect; on the % scale 0 is the no-effect control and ±100 the full control effect; nearly all actives have a fitted effect of over 55% in size
# p53 reactivator: restores transcriptional activity of mutant p53; hit rate 0.063% among 320,000; Potency, µM (highest dose often 92.2 µM), without a hit: at the top dose activity change, positive = activation, actives largely listed as activators; H1299 p53-A138V BP100-luciferase reporter, luminescence, 24 h; further: potency means the concentration at half of the fitted maximal effect; % of control where 0% means no effect; nearly all actives have a fitted effect of over 45% in size
#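 H1299 (p53-null), stable ts p53-A138V + BP100-Luc; 1000 cells/well, Opti-MEM/10% FBS; cpd 4 pt, 1:5; 24 h, 37 deg C, 5% CO2; detection reagent 10 min RT; luminescence.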
# S-ASM inh: human S-ASM enzyme inhibition. placental ASM, HMU-PC fluorogenic substrate, 60 min. Potency, µM (top dose mostly 57.5 µM), for inactives: at the highest dose activity change, negative = inhibition, most hits filed as inhibitors. P17405. AID 504937. hit rate 0.006% among 340,000; further: potency means the concentration at half of the fitted maximal effect
#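 HMU-PC0 cleavage (9 uM final) by human placental ASM, 60 min at 37 °C following 10 min compound exposure at RT; stopped at pH 10, fluorescence Ex 386/Em 447 nm.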
# BRCA1 expr act: increases BRCA1 expression; AID 624202; MCF7-BRCA1-FFLuc reporter, luminescence, 48 h; response scale: scaled: vehicle 0%, 10 µM genistein 100%; hit rate 1.1% among 380,000; Potency, µM (titrated, usually from 46.1 µM), for inactives: at the top dose activation, usual class: activators; further: potency means the concentration at half of the fitted maximal effect; nearly all actives have a fitted effect of over 80% in size; some results filed as inactive show a strong effect at the top dose
#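 MCF7-BRCA1-FFLuc, 2000 cells/well; 2 h attach, 37 °C/5% CO2; compound 48 h; luciferase substrate 15 min; luminescence end-point. Norm. to genistein 10 microM max activation and DMSO; concentration-response curves fitted.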
# USP2a inh: USP2a (human) protease inhibition | O75604 | USP2 core, Ub-CHOP2 coupled fluorogenic reporter, 485/531 | Potency, µM (titrated, usually from 38.3 µM), inactives show top-dose activity change, negative = inhibition, most hits filed as inhibitors | hit rate 0.01% among 330,000 | AID 463254;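 further: potency means the concentration at half of the fitted maximal effect; plate controls were DMSO wells for no effect and full inhibition by NEM control for full effect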
# Target sequence (O75604 whole entry, looked up): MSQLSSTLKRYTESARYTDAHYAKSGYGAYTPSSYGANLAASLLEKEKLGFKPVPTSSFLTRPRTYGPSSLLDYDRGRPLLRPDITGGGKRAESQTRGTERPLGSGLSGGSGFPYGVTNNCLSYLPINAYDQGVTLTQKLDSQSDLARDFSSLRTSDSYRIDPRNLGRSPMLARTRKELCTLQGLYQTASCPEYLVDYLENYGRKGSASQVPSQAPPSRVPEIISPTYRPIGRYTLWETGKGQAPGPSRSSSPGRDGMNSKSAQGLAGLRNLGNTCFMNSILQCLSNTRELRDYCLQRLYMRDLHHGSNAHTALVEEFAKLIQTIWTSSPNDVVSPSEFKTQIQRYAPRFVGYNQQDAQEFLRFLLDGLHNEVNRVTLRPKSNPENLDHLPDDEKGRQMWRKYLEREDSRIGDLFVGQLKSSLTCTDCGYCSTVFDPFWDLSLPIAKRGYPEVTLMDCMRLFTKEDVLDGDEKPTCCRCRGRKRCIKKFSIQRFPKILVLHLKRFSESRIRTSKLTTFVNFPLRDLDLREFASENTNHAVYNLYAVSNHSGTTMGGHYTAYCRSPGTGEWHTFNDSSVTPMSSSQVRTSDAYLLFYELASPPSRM
#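 Deubiquitinase activity read as fluorescence (485/531 nm) after Ub-CHOP2 cleavage activates the enterokinase reporter on its substrate; USP2 core 10nM, Ub-CHOP2 and substrate 25nM each, 30min compound preincubation then 60min RT; data normalized to NEM, curves fitted.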
# B2AR arrestin: beta2AR (human) beta-arrestin recruitment activity | AID 492947 | Potency, µM (doses to about 46.1 µM), inactives show at the highest dose activation, actives largely listed as activators | P07550 | hit rate 0.02% among 330,000 | beta-arrestin recruitment to beta2AR, cell-based reporter;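 further: potency means the concentration at half of the fitted maximal effect; 0% = DMSO controls and full agonism = EC100 isoproterenol or metaproterenol; nearly all actives have a fitted effect of over 65% in size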
# TRPV1 ag: human TRPV1 agonism; TRPV1-expressing cells, Fluo-8 calcium influx, agonist mode; activation, % at 8.33 µM; hit rate 0.19% among 320,000; in the data active means activation above about 80%; inconclusive means between about 30% and that limit; further: 0% is about no effect
#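 Cells expressing TRPV1 were dye-loaded with Fluo-8 and read kinetically: 10 s baseline, 3 min after compound (agonist portion), then 2 min after EC20 capsaicin (allosteric enhancer portion). Calcium-bound dye fluorescence at 480/520 nm.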
# Eya2 phos inh: inhibitors of human Eya2 phosphatase activity; O00167; recombinant Eya2, OMFP fluorescence dephosphorylation (OMFP is methylfluorescein phosphate); Potency, µM (highest dose often 76.9 µM), inactives show top-dose activity, negative = inhibition, hits mostly inhibitors; hit rate 0.006% among 330,000; AID 488837; further: potency means the concentration at half of the fitted maximal effect; on the % scale 0 is the no-effect control and ±100 the full control effect
#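 Eya2 protein (added as 0.2 uM solution) was preincubated with compound for 10 min at ambient temperature in 50 mM HEPES pH 7.5, 50 mM NaCl, 5 uM MgCl2, 0.05% BSA, 1 mM DTT. OMFP (added at 50 uM) then reacted 10 min; fluorescence read at 485/525 nm.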
# Integrin act MD: activators of alpha7 integrin expression for muscular dystrophy | alpha7betagal myoblasts, beta-gal FDG fluorescence, 48 h | Potency, µM (titrated, usually from 38.3 µM), inactives show top-dose activation, hits mostly activators | hit rate 0.064% among 350,000 | AID 624291;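 further: potency means the concentration at half of the fitted maximal effect; 100% = response of the positive control SU9516; nearly all actives have a fitted effect of over 60% in size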
#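 alpha7betagal+/- myoblasts (passage 13, 250/well) treated 48 h at 37C with compounds at 1:260 dilution of DMSO stock. Lysed, then beta-galactosidase activity read as FDG fluorescence (ex 480/em 540) after 30 min, with pre-read for autofluorescence.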
# ELG1 genotoxic: induces genotoxicity in HEK293T cells with luciferase-tagged ELG1; HEK293T ELG1-luciferase reporter, luminescence, 16 h; Potency, µM (highest dose often 46 µM), for inactives: top-dose activity change, positive = activation, actives largely listed as activators; hit rate 1.3% among 330,000; further: potency means the concentration at half of the fitted maximal effect; % of control where 0% means no effect; nearly all actives have a fitted effect of over 60% in size
#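 HEK293T cells expressing luciferase-tagged ELG1 were treated with compound or DMSO for 16 hr at 37°C. Luciferase activity was then read after 30 min with ONE-Glo at room temperature; rising signal flags genetic stress.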
# The depositor's hits bear a star; ? = inconclusive; . = no result given; [ ] = remark or other dose. Unless noted, the call rests on the fitted dose curve; in most records, active means well fitted curve in the direction sought with a large enough effect; inconclusive means small, poorly fitted or top-dose-only effect, or another doubt; inactive means no such curve, though single readings can be large; an effect the other way counts as inactive or inconclusive.
no.	mol	TSG101-PTAP inh	uPA surface inh	p53 reactivator	S-ASM inh	BRCA1 expr act	USP2a inh	B2AR arrestin	TRPV1 ag	Eya2 phos inh	Integrin act MD	ELG1 genotoxic
1	CC(C)(C)C#CC(CCc1ccccc1)OS(N)(=O)=O (centres undefined)	.	.	.	.	.	0%	0.4%	10	-10%	.	-1%
2	COc1ccccc1OCC(=O)NNC(=O)c1ccoc1C	-1%	-3%	11%	5%	-6%	0%	-1.4%	0	0%	-2%	1%
3	CCOc1ncccc1C(=O)NNC(=O)c1ccccc1-n1cccc1	-7%	-1%	-1%	3%	-23%	2%	-0.7%	-1	4%	29%	1%
4	Cc1cc(CNC(=O)C2CCC(=O)N(Cc3ccccc3F)C2)nn1C (centres undefined)	-1%	6%	2%	0%	-15%	0%	0.2%	2	-3%	-13%	3%
5	CC1CCN(S(=O)(=O)c2ccc(C(=O)NCc3ccc4c(c3)OCO4)cc2)CC1	-2%	.	-2%	3%	-4%	1%	-0.2%	6	15%	8%	5%
6	CCC1CCCCN1C(=S)NC(=O)c1ccco1 (centres undefined)	-1%	-2%	29%	3%	-3%	-2%	0.0%	.	-2%	15%	0%
7	CN1CCN(NC(=O)c2ccccc2F)CC1	-7%	13%	-2%	2%	-9%	1%	0.2%	-1	8%	17%	2%
8	COc1ccc(C(=O)c2oc3ccccc3c2N)cc1	-7%	6%	?	6%	82%	-1%	0.0%	.	7%	31%	9.2µM*
9	CCCCc1nc(C(N)=O)c2[nH]c(=O)n(-c3ccc(OCC)cc3)c2n1	1%	8%	-17%	0%	6%	0%	-0.9%	-1	-8%	1%	0%
10	Cc1ccccc1CC(=O)OCC(=O)Nc1ccc(C)c(S(=O)(=O)N2CCCCC2)c1	1%	4%	?	-3%	-5%	-1%	-0.2%	9	-6%	-24%	2%
11	CCOc1ccc(C(=O)NC(=S)N(Cc2ccccc2)Cc2ccccc2)cc1	-1%	.	11%	-7%	-40%	5%	-1.0%	0	-10%	-8%	-13%
12	O=C(N/N=C/c1ccc(O)c(O)c1)c1ccc(-n2cnnn2)cc1	1%	-22%	5%	1%	-17%	4%	-0.2%	7	4%	-28%	3%
13	Cc1cc(C)c(Cn2c(=O)n(CCCC(=O)NCc3ccco3)c(=O)c3ccccc32)c(C)c1	2%	8%	.	-3%	6%	.	.	.	.	-3%	.
14	COc1ccccc1C(CNC(=O)c1ccc(NS(=O)(=O)c2ccc(C(C)=O)cc2)cc1)N1CCCC1 (centres undefined)	-1%	-20%	.	-6%	24%	.	.	.	.	14%	.
15	O=C(c1cc2ccccc2oc1=O)N1CCCC1	-3%	-2%	25%	1%	5%	2%	-0.1%	2	12%	2%	-1%
16	O=C(/C=C/c1cccc(Br)c1)N1CCN(c2cccc(C(F)(F)F)c2)CC1	-4%	-2%	-1%	?	-32%	2%	-0.3%	17	-5%	-14%	1%
17	C[N+]1([O-])[C@@H]2Cc3cc4c(cc3[C@@H]1Cc1cc3c(cc12)OCO3)OCO4 (some centres undefined)	2%	-2%	2%	0%	5%	-15%	-0.2%	-3	6%	9%	2%
18	CCN(CC)c1ccc(N=C2C(=O)Nc3ccccc32)cc1	6%	-3%	6%	-5%	-92%	-2%	-0.9%	1	10%	0%	-9%
19	O=C(NC1CC2CCCC(C1)N2Cc1ccccc1)c1cccc(F)c1 (centres undefined)	-2%	25%	.	0%	10%	-1%	0.1%	-3	8%	-22%	-7%
20	CCOC(=O)COc1ccc2c(c1)c(C(C)=O)c(C)n2-c1ccc(OC)cc1	-3%	-5%	0%	-6%	21%	-1%	0.4%	13	5%	?	-14%
21	CSc1ncccc1C(=O)N1CCN(S(=O)(=O)c2ccccc2)CC1	1%	-9%	-3%	3%	16%	3%	-0.2%	4	-1%	?	-4%
22	CCCCNc1cc(C)oc(=O)c1C(C)=O	-10%	.	0%	3%	-26%	-6%	0.0%	3	-9%	3%	5%
23	C[C@@H]1CN([C@H](C)CO)C(=O)c2cccc(NC(=O)Nc3ccc(F)cc3)c2O[C@H]1CN(C)C(=O)Nc1ccc(C(F)(F)F)cc1	-4%	?	-5%	?	-88%	0%	0.0%	.	-25%	-33%	-5%
24	O=C1C2C3C=CC(C3)C2C(=O)N1CCN1CCN(S(=O)(=O)/C=C/c2ccccc2)CC1 (centres undefined)	-3%	-1%	-1%	5%	0%	4%	-0.5%	5	-2%	-20%	-3%
25	COc1ccc(N2CCN(C(=O)CSc3ncn[nH]3)CC2)cc1	-5%	4%	-3%	4%	1%	0%	-0.6%	-1	9%	24%	2%
26	CCOc1ccc(S(=O)(=O)NCc2ccccc2)cc1C(N)=O	-5%	1%	-5%	-3%	1%	2%	0.0%	-1	-14%	-25%	-5%
27	COc1ccccc1-c1nnc(NC(=O)c2ccccc2F)o1	-2%	-15%	13%	1%	-41%	-1%	0.0%	1	8%	-13%	10%
28	CC(C)(C)c1ccc(C(=O)N/N=C2\C3CN4CCN(C3)CC2(c2ccccc2)C4)cc1	-1%	-5%	-1%	1%	-28%	3%	-0.2%	-2	-2%	3%	0%
29	COc1cc(C(=O)COC(=O)c2ccc([N+](=O)[O-])o2)cc(OC)c1OC	-1%	1%	-5%	3%	-9%	0%	-0.2%	.	3%	0%	0%
30	CCc1cccc(OCC(=O)Nc2ccc(C)c(S(=O)(=O)N3CCCCCC3)c2)c1	-2%	-9%	3%	-1%	-59%	3%	0.1%	?	-9%	-40%	?
31	NC(N)=NC(N)=Nc1ccc(O)cc1	3%	-5%	5%	0%	-1%	3%	12%	-3	19%	12%	-1%
32	Cc1cc(NC(=O)Cc2ccccc2C)no1	-7%	-16%	.	0%	0%	0%	0.2%	-7	3%	-8%	-1%
33	Clc1ccc(Sc2cc(Cl)c(-c3ccccc3)nn2)cc1	-2%	-11%	7%	-11%	-40%	-5%	0.4%	1	-8%	27%	-3%
34	CC(C)(C)c1ccc(OCCC(=O)Nc2cccc(S(=O)(=O)NC3=NCCCCC3)c2)cc1	-1%	-6%	-4%	-9%	-60%	0%	-0.1%	1	-18%	-60%[inhibitor]	-10%
35	COc1cc(Cl)c(C)cc1NC(=O)c1ccc(NS(=O)(=O)c2ccc(F)c(F)c2)cc1	-8%	5%	2%	-1%	-24%	0%	0.0%	-3	-3%	25%	-9%
36	Cc1ccccc1-c1nnn(CC(=O)N2CCN(C(=O)c3ccco3)CC2)n1	-1%	9%	-3%	5%	-10%	-1%	-0.2%	-1	6%	-29%	-7%
37	O=C(COC(=O)/C=C/c1cccc(Cl)c1)NCCc1ccc(Cl)cc1Cl	2%	-3%	-8%	-3%	4%	-11%	-0.1%	7	-5%	?	3%
38	CCOC(=O)C1CCCN(C(=O)c2ccc3ncsc3c2)C1 (centres undefined)	-7%	8%	0%	10%	0%	3%	-1.0%	.	5%	44%	2%
39	COC(=O)c1ccc(/C=C/c2ccc3cccc(OC)c3n2)cc1	-3%	-6%	-1%	.	-15%	4%	-0.6%	4	-8%	-15%	-5%
40	O=C(CCCN1C(=O)c2cccnc2C1=O)N1CC(=O)N(CCc2ccccc2)C(=O)C1	-2%	1%	16%	3%	-30%	-2%	-0.5%	4	4%	16%	2%
41	Cc1noc(C)c1S(=O)(=O)N(C)C[C@H]1Oc2c(NC(=O)C3CCCCC3)cccc2C(=O)N([C@H](C)CO)C[C@@H]1C	-12%	13%	0%	-1%	-1%	-1%	-0.7%	.	-18%	7%	3%
42	CC(=O)c1cc(C(c2csc(C(C)=O)c2)c2csc(C(C)=O)c2)cs1	-3%	-3%	-14%	-3%	-13%	0%	0.2%	-6	2%	12%	1%
43	COCCCNC(=O)CSc1nc2ccccc2c(=O)n1Cc1ccc2c(c1)OCO2	0%	-1%	5%	-5%	-15%	0%	-0.2%	7	-5%	0%	1%
44	CCOC(=O)N1CCN(C(=O)CCNS(=O)(=O)c2cc(Br)cnc2N)CC1	-8%	-1%	-5%	5%	3%	1%	-0.3%	1	1%	0%	-4%
45	CCc1ccc(NC(=O)CSc2ccc(-c3sc(C)nc3C)nn2)cc1	-10%	-6%	-5%	-7%	-15%	4%	0.1%	14	3%	-20%	-10%
46	Cc1cc(N(C)C)cc(C)[n+]1[O-]	-1%	-7%	3%	0%	2%	4%	0.0%	-2	-5%	-7%	1%
47	COc1ccc(NC(=O)Nc2cc(F)ccc2C)cc1	-1%	.	-3%	-2%	0%	3%	0.3%	8	-3%	0%	-8%
